Source: PubChem (several laboratories)
p-CIP stab down = lowers stability of the mouse p/CIP coactivator protein; 290,000 compounds, 0.01% hits; Q05BA5; AID 1984; decrease of EGFP signal, % at 10 µM; F442A p/CIP-EGFP cells, EGFP fluorescence, 16 h;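 active = EGFP signal decrease of at least 30% at 10 µM or well 3 SD below plate mean, unless failing retest; inactive = the rest, including hits failing retest or dose response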; note: some compounds called inactive have numbers as strong as hits; many of its hits are not listed in these tables
DNA FID counter = counter-screen for HCV NS3 helicase inhibitors: DNA intercalator displacement | inhibition, % at 7.9 µM | DNA fluorescent intercalator displacement, fluorescence | AID 1845 | 290,000 compounds, 0.17% hits; in the data active = inhibition above about 37%;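 note: 0% = vehicle and 100% = reference compound; higher means more ethidium bromide displaced from hairpin DNA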
PfM18AAP inh = PfM18AAP enzyme inhibition | 290,000 compounds, 1.2% hits | inhibition, % at 7.35 µM | recombinant PfM18AAP, H-Glu-NHMec fluorogenic cleavage;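 active = inhibition above the campaign mean inhibition over all tested compounds plus 3 SD, cut at about 28% in these data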;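 note: 0% = plate median of test compound wells and 100% = 2 mM ZnCl2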
HCV NS3 hel inh = blocks Hepatitis C virus NS3 helicase unwinding; inhibition, % at 10.9 µM; 290,000 compounds, 0.56% hits; NS3 helicase DNA unwinding, Cy5 molecular beacon fluorescence;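 active = inhibition above the mean of all tested compounds plus 3 SD, set per campaign, cut at about 35% in these data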;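 note: 0% = DMSO wells and 100% = thioflavine S control wells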
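Test system: hepatitis C virus NS3 helicase domain fragment enzyme. Also added: annealed dual-labelled DNA beacon duplex, ATP-started. Timing: 60 min unwinding reaction at 25 °C after ATP addition. Technique: Cy5 fluorescence. Measure: % inhibition of unwinding.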
VIM-2 inh = inhibitors of Pseudomonas aeruginosa VIM-2 metallo-beta-lactamase | 290,000 compounds, 0.89% hits | inhibition, % at 5.6 µM | AID 1527 | purified VIM-2, nitrocefin hydrolysis, epi-absorbance fluorescence;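 active = inhibition above the mean of all tested compounds plus 3 SD, cutoff set per screening run, cut at about 7.5% in these data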;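 note: red hydrolysis product quenches plate fluorescence so inhibitors raise well fluorescence; 0% = enzyme with DMSO and 100% = DMSO without enzyme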
IDE act = activators of human insulin-degrading enzyme in cells | HEK cells, FAbeta-B cleavage, fluorescence polarization; 0% vehicle, 100% cell-free pure enzyme wells | activation, % at 5.96 µM | 340,000 compounds, 0.073% hits | AID 493087;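 active = activation above the mean of all tested compounds plus 3 SD, set per screening campaign, cut at about 17% in these data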
IMP-1 inhibitor = inhibitors of Pseudomonas aeruginosa IMP-1 metallo-beta-lactamase. purified IMP-1, nitrocefin hydrolysis, epi-absorbance fluorescence. inhibition, % at 5.6 µM. 290,000 compounds, 0.45% hits. AID 1556;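 active = inhibition above the mean plus 3 SD of all compounds in the same screening run, cut at about 4.5% in these data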;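 note: 0% = IMP-1 with DMSO and 100% = DMSO wells lacking enzyme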
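System: purified recombinant IMP-1 beta-lactamase. Medium: Zinc- and detergent-supplemented HEPES buffer, pH 7.1. Compound: one 5.6 µM dose […]. Schedule: 15 min preincubation plus 25 min reaction at 25 °C. Technique: Epi-absorbance fluorescence, 480 nm excitation, 530 nm emission.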
IDE cell inh = inhibitors of human insulin-degrading enzyme in cells; HEK cells, FAbetaB cleavage, fluorescence polarization; 320,000 compounds, 0.41% hits; inhibition, % at 5.59 µM; P14735;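 active = percent inhibition above the average of all tested compounds plus 3 SD, set per screening campaign, cut at about 16% in these data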;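 note: IDE supplied by intact live HEK cells; FP after avidin binding of uncleaved biotin substrate so inhibition keeps polarization high; 0% = DMSO wells and 100% = 60 µM reference IDE inhibitor Ii1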
UBC9 SUMO inh = blocks human SUMOylation mediated by UBC9. inhibition, % at 35 µM. AID 2006. P63279. HTRF SUMOylation assay, SAE1/SAE2 + UBC9, in vitro. 290,000 compounds, 0.36% hits; in the data active = inhibition above about 50%, passing the limit was not always enough; note: strong numbers were not always called active
Target sequence (P63279 whole entry, looked up): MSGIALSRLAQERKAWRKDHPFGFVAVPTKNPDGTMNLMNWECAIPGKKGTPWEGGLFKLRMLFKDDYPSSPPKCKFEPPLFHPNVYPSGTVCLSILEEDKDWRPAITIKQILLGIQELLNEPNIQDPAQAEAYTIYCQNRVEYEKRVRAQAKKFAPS
An asterisk follows results filed as active; x = no result given.

SMILES	p-CIP stab down	DNA FID counter	PfM18AAP inh	HCV NS3 hel inh	VIM-2 inh	IDE act	IMP-1 inhibitor	IDE cell inh	UBC9 SUMO inh
O=C(CSc1ccc(C(F)(F)F)cc1[N+](=O)[O-])Nc1ccc2ccccc2c1	-1	-3	-8	-6	-3.0	6	-3.0	3	2
O=C(Nc1sc2c(c1C(=O)O)CCCCC2)c1ccco1	-10	-10	1	12	-1.0	5	-2.4	6	-1
COc1cc(/C=N/NC(N)=S)ccc1OC(=O)c1ccc(C)cc1	-4	-25	12	12	-1.9	-1	-4.8	10	-6
COc1ccc(CNC(=O)CSc2nnc(C)n2-c2ccc(F)cc2)cc1	7	-20	-4	1	-2.0	2	-1.8	1	0
Oc1ccc(/C=N/N2CCN(C3c4ccccc4-c4ccccc43)CC2)cc1O	9	-6	50*	-4	-0.7	1	-1.1	-2	-15
COc1cc(OC)c2c(=O)cc(-c3cccnc3)oc2c1	6	-12	0	9	3.6	1	-1.1	0	17
O=C(C1CCCN1S(=O)(=O)c1cccc2nsnc12)N1CCCCCC1 (stereo not given)	-8	-3	0	2	-3.3	-3	-1.9	1	11
O=C(NCc1cccc(F)c1)C1CCN(S(=O)(=O)Cc2ccccc2)CC1	-3	-10	-1	-7	0.2	1	-0.7	5	-15
CC(C)NC(=O)C1CCN(Cc2cccc(Oc3ccccc3)c2)CC1	4	11	11	-17	1.1	4	1.1	x	-12
COc1cccc(-c2ccc(SCC(=O)N3CCOCC3)nn2)c1	7	-13	6	5	-2.8	5	-2.7	-3	16
CC12CCC(C(=O)N3CCCCC3)(CC1=O)C2(C)C (stereo not given)	-2	1	2	-9	-2.8	3	-3.6	0	-3
Cc1cc(C)nc(/N=C(\N)Nc2ccc(OCCC(C)C)cc2)n1	1	11	-8	-50	0.6	4	0.7	-1	31
CC(C)(C)OC(=O)N1CCC(C(=O)N2CCOCC2)CC1	0	1	-7	-5	1.2	1	2.4	5	27
CCOC(=O)c1cn(CC(=O)Nc2ccc(CC)cc2)nn1	2	-6	-1	3	-3.7	2	-4.2	-3	0
Cc1nn(C)cc1/C=N/NC(=O)C1(O)c2ccccc2-c2ccccc21	-2	-1	-1	2	-4.1	2	-2.9	5	-2
CCc1cccc(NC(=O)CCc2c(C)nn(-c3ccc(N4CCOCC4)nn3)c2C)c1	0	-49	-10	-5	-1.9	-2	-1.0	1	15
COc1ccccc1NC(=O)COC(=O)Cc1cccs1	1	-6	6	-6	-2.7	5	-3.6	0	-1
CN1C(=O)C2(c3ccccc31)c1c(oc3ccccc3c1=O)C(=O)N2CCCO (stereo not given)	-7	-8	1	4	-3.4	4	-1.6	-6	13
O=C(NC12CC3CC(CC(C3)C1)C2)N1CCN(c2nc(-c3ccccc3)cs2)CC1	-4	-5	-4	-3	0.5	-9	-1.2	10	-12
COc1cccc(CNC(=O)C(CCSC)NS(=O)(=O)c2ccc3c(c2)oc(=O)n3C)c1 (stereo not given)	6	-6	1	9	-1.6	-2	-2.5	3	-8
COc1cc(/C=C(\C#N)C(=O)NCc2ccccc2)ccc1OCc1ccc(C(=O)O)cc1	4	-25	7	30	-2.8	-1	-4.5	-4	14
O=C(NCc1ccc(F)cc1)Nc1ccc(Cl)cc1	-5	1	1	6	-6.7	-1	-2.7	0	12
CC(C)(C)c1cc(C(C)(C)C)n(-c2ccccc2)n1	4	2	5	-10	-2.1	-2	-3.4	-2	0
O=C(N/N=C/c1c[nH]c2ccc(Br)cc12)c1ccc2c(c1)OCO2	6	9	-5	-9	-2.7	3	-1.3	-1	1
CCN1CCCC1CNC(=O)c1ccc2c(c1)NC(=O)/C(=C\c1ccc(C)cc1)S2 (stereo not given)	5	9	9	-85	-0.7	4	-2.9	5	8
(continued)
SMILES	p-CIP stab down	DNA FID counter	PfM18AAP inh	HCV NS3 hel inh	VIM-2 inh	IDE act	IMP-1 inhibitor	IDE cell inh	UBC9 SUMO inh
CCOC(=O)CSc1nc2c(c(=O)n(Cc3ccccc3Cl)c(=O)n2C)n1C	-8	-15	-2	0	-2.4	-1	-1.9	0	26
Cc1cccc(N(C(=O)c2ccc(CN3CCOCC3)o2)C(C(=O)NC(C)(C)C)c2ccc(F)cc2)c1 (stereo not given)	-1	-12	-7	-4	0.8	1	-3.2	0	5
COc1ccc(NC(=O)Cn2c(=O)n(CC3CCCO3)c(=O)c3cc(OC)c(OC)cc32)cc1OC (stereo not given)	-8	-30	2	-12	-1.2	9	-2.0	2	6
COC(=O)c1c(C(C)=O)c(C)n(C)c1C	-9	-1	-5	21	1.4	2	-1.2	9	8
Cc1ccc2nc(C3CCN(C(=O)NCc4ccccc4)CC3)[nH]c2c1	-4	-1	-3	-13	-1.4	-6	-1.2	-3	16
Nc1cc(OCC(F)(F)F)cc([N+](=O)[O-])c1	8	-1	0	-4	-2.0	5	-3.5	3	-22
COCC(=O)n1nc(-c2ccccc2)nc1NCc1ccc(F)cc1	5	-7	2	5	-0.7	6	-1.9	4	9
Cn1cccc1C1Nc2ccccc2NC2=C1C(=O)CC(C)(C)C2 (stereo not given)	1	-6	12	2	-1.6	-1	-3.5	-2	32
O=C(O)CSc1nnc(-c2ccc(Cl)cc2)n1-c1ccccc1	8	-36	-1	2	0.6	-3	-2.0	1	10
Cn1cc(C(=O)C(F)(F)F)c2ccccc21	0	8	-2	-4	1.7	-4	5.8*	-4	8
CC(C)OC(=O)Nc1ccc2c(c1)N(C(=O)N1CCN(C)CC1)c1ccccc1CC2	10	27	1	-37	3.0	1	2.0	4	18
Nn1c(Cc2ccccc2)nc2sc3c(c2c1=O)CCC3	-11	-2	5	-12	-3.7	-2	-4.3	3	23
CCO[C@H]1OC(C(=O)N2CCN(Cc3ccccc3)CC2)=C[C@@H](c2ccc(C(F)(F)F)cc2)[C@@H]1CCCO	3	-26	-3	3	-2.0	1	-2.6	2	-16
Cc1c(SCCO)c(=O)[nH]c2cc3c(cc12)OCO3	4	-3	-2	7	1.0	4	-1.3	-3	18
CCOC(=O)C1C(c2ccc(O)c(OC)c2)NC(=O)NC1(O)C(F)(F)F (stereo not given)	8	-4	6	7	1.7	9	-0.3	1	-4
Cc1ccc(CN2C3=NC(=O)CN3c3ccccc32)cc1	-5	-21	14	-2	0.0	3	1.5	2	9
C=CCn1c(SCCOc2ccc(OC)cc2)nnc1C(C)NC(=O)Cc1ccc(OC)cc1 (stereo not given)	-23	-36	-8	0	-2.5	3	-2.4	-3	13
Cc1cc(C)nc(SCc2nnc(SCC(N)=O)o2)n1	-14	2	-1	8	-5.5	1	-4.6	1	1
O=C(NCc1nc2ccccc2[nH]1)c1cc2ccccc2oc1=O	13	-5	-7	-2	-3.6	2	-2.0	2	0
O=C1C(=O)N(Cc2cccs2)c2ccccc21	-18	0	23	5	-0.4	-2	-1.0	3	8
CC(C)(C)Nc1nc(Cl)nc(N(C#N)CN2C(=O)c3ccccc3S2(=O)=O)n1	-6	-5	-5	-10	12*	4	11*	4	15
O=C(Nc1ccc2c(c1)OCO2)C(c1ccccc1)N1CCC2(CC1)OCCO2 (stereo not given)	14	5	2	1	-3.8	1	-2.3	2	7
CCOC(=O)c1c(NC(=S)Nc2ccc(OC)cc2)sc2c1CCC2	7	0	6	3	-3.1	0	-3.6	0	-18
O=C(Nc1ccccc1)Nc1cccc2nsnc12	2	-4	2	1	1.6	-1	-4.6	1	7
Cc1cc(C)cc(N(CC(=O)O)S(=O)(=O)c2c(C)noc2C)c1	-13	-5	3	2	-1.2	-1	-2.3	-6	6

Sorted by formula weight (descending): some entries from above
SMILES	p-CIP stab down	DNA FID counter	PfM18AAP inh	HCV NS3 hel inh	VIM-2 inh	IDE act	IMP-1 inhibitor	IDE cell inh	UBC9 SUMO inh
COCC(=O)n1nc(-c2ccccc2)nc1NCc1ccc(F)cc1	5	-7	2	5	-0.7	6	-1.9	4	9
Cc1cc(C)cc(N(CC(=O)O)S(=O)(=O)c2c(C)noc2C)c1	-13	-5	3	2	-1.2	-1	-2.3	-6	6
O=C(Nc1ccccc1)Nc1cccc2nsnc12	2	-4	2	1	1.6	-1	-4.6	1	7

Carrying on.
SMILES	p-CIP stab down	DNA FID counter	PfM18AAP inh	HCV NS3 hel inh	VIM-2 inh	IDE act	IMP-1 inhibitor	IDE cell inh	UBC9 SUMO inh
CC(=O)Nc1ccc(S(=O)(=O)n2cnc(C)c2)cc1	5	0	-10	0	-1.3	6	-1.8	2	-12
Cc1cccc(N2CC(c3nc4ccccc4n3C)CC2=O)c1C (stereo not given)	-1	-23	-5	-3	-0.8	-5	-1.1	2	12
Cc1cccc(C)c1NC(=O)CSc1nnc(-c2cnccn2)n1C	0	-5	-4	0	-1.6	6	-0.5	3	10
COC(=O)c1ccc(C)c(NC(=O)CN2C(=O)c3ccccc3S2(=O)=O)c1	-12	-1	-11	2	0.4	0	-0.4	2	19
CN(C)C(=O)CCSc1nnc(-c2ccco2)o1	-5	-3	5	2	-2.1	2	-3.2	-5	-3
COc1cc(/C=C2\SC(=S)N(CC(=O)Nc3ccccn3)C2=O)cc(OC)c1OC	1	-5	12	3	-3.0	2	-2.7	-2	-8
CCc1cc2c(=O)c(-c3nc4ccccc4[nH]3)coc2c(CN2CCC(C)CC2)c1O	x	-3	-10	-4	-4.0	x	-1.1	x	x
Cc1ccc(-c2cc(-c3ccccc3Cl)c(C#N)c(N)n2)o1	-1	-9	0	15	-2.8	-1	-2.0	2	11
COc1ccc(NC(=O)CN2C(=O)CC(C)S(=O)(=O)c3ccccc32)cc1 (stereo not given)	5	-12	-1	-6	1.0	-4	-0.8	4	-5
Cc1ccc(CN2C(=O)c3ccccc3NC23CCN(Cc2ccccc2)CC3)cc1	3	-1	-4	1	-1.8	-2	0.8	-3	-4
CC(=O)Nc1ccccc1P(=O)(c1ccccc1)c1ccccc1OC(C)=O (stereo not given)	4	-7	3	-4	0.0	5	-0.9	-3	8
COc1ccc(NC(=O)/C=C/c2cccc(C(F)(F)F)c2)cn1	-1	-15	3	-1	-2.6	5	-2.5	7	4
Cc1ccc(-c2nc(CS(=O)CC(=O)NCCCN3CC(C)CC(C)C3)c(C)o2)cc1 (stereo not given)	-4	14	3	-6	-1.1	2	-1.1	4	18
CCCCC(OC(=O)CN1C(=O)COc2ccccc21)C(=O)NC1CCCCC1 (stereo not given)	-5	-38	1	-12	-1.3	-1	-1.3	0	3
O=C1C(=C2CCCCC2)SC(=S)N1Cc1ccco1	-6	-15	25	72*	1.3	2	2.2	-2	10
CCOc1cc(-c2nnc(-c3ccco3)o2)cc(OCC)c1OCC	-6	-23	0	8	-2.6	5	-2.9	-6	2
COC(=O)C1=CN(Cc2ccc(OC)cc2)C=C(C(=O)OC)C1c1ccsc1	-7	-16	-1	-1	-1.4	-1	-1.3	-2	7
CCN(CC)CCOc1cc2c(nn1)Oc1ccccc1N2C	-2	16	8	8	18*	6	0.5	1	49
O=C(Nc1nccs1)c1cccnc1Cl	-4	-4	-1	-4	-2.0	-1	-3.0	-3	14
O=C(O)c1ccccc1NS(=O)(=O)c1ccc(NNC(=S)Nc2ccc(OC(F)F)cc2)c([N+](=O)[O-])c1	5	17	44*	10	-4.1	2	-1.7	x	35
